# From PubChem BioAssay
# ELG1 repair inh = ELG1-dependent DNA repair inhibition. HEK293T ELG1-luciferase reporter, luminescence, 16 h; DNA damage induced by 5-fluorouridine. Potency, µM (doses to about 46.1 µM), without a hit: at the top dose activity change, negative = inhibition, actives largely listed as inhibitors. 330,000 compounds, 2.3% hits; further: potency means the concentration at half of the fitted maximal effect; on the % scale 0 is the no-effect control and ±100 the full control effect; nearly all actives have a fitted effect of over 55% in size
#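 DMSO vehicle served as the neutral condition. Each well held 2,000 cells given 5-fluorouridine plus compound; after 16 hr at 37 °C/5% CO2, ONE-Glo was added and luciferase measured 30 min later.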
# TSHR antag = antagonists of human thyroid stimulating hormone receptor. P16473. AID 504810. TSHR-expressing cells, TSH-stimulated cAMP HTRF, 2 h; hits give low values. activity change, negative = inhibition, % at 11.5 µM. 330,000 compounds, 0.2% hits;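 active means activity change below a set negative limit, meaning inhibition stronger than a set level, cut at about -70% in these data; inconclusive means activity change between two set negative limits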; further: on the % scale 0 is the no-effect control and ±100 the full control effect
#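 Antagonism was scored as loss of TSH-driven cAMP in TSHR cells, stimulated with 4nM TSH (EC80) for 2 hours at 37 deg C and detected by homogeneous HTRF competition immunoassay.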
# A-T KAP1 phos = potential ataxia-telangiectasia treatments restoring KAP-1 phosphorylation; Potency, µM (highest dose often 57.5 µM), inactives show top-dose activation, hits mostly activators; 320,000 compounds, 0.19% hits; […] A-T fibroblasts, KAP-1 phosphorylation AlphaLISA; neocarzinostatin DNA damage 30 min before lysis; further: potency means the concentration at half of the fitted maximal effect; % of control where 0% means no effect; nearly all actives have a fitted effect of over 45% in size
#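 hTERT-immortalized A-T patient fibroblasts ([…]), 500 cells/well in OPTI-MEM, 1% FBS, got compounds for 60 min, then NCS for 30 min at 37C. Lysates were then assayed for phospho-KAP-1 by AlphaLISA (anti-pKAP1 donor, anti-KAP1 acceptor beads), 6 hr at 25C.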
# Eya2 inh = blocks the phosphatase activity of human Eya2. 330,000 compounds, 0.006% hits. Potency, µM (doses to about 76.9 µM), for the others: at the top dose activity, negative = inhibition, actives largely listed as inhibitors. AID 488837. O00167. recombinant Eya2, OMFP fluorescence dephosphorylation (OMFP is methylfluorescein phosphate); further: potency means the concentration at half of the fitted maximal effect; on the % scale 0 is the no-effect control and ±100 the full control effect
# Target sequence (O00167 whole entry, looked up): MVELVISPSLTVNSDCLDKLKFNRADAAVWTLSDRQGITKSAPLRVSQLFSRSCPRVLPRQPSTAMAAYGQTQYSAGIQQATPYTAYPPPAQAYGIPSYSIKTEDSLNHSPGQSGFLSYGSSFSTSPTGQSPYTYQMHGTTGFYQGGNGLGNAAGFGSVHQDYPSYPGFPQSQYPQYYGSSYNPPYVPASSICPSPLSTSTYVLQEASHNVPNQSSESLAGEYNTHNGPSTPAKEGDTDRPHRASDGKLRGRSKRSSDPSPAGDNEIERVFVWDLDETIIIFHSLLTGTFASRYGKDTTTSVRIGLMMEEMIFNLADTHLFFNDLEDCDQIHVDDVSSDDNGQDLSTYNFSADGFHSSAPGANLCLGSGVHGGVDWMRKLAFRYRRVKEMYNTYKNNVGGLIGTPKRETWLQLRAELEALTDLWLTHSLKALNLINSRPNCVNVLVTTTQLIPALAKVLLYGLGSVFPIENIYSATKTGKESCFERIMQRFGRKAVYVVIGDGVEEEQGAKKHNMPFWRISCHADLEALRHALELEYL
#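 Eya2 (0.2 uM) preincubated 10 min at ambient with compound, then OMFP substrate added at 50 uM; 10 min reaction in 50 mM HEPES pH 7.5, 50 mM NaCl, 5 uM MgCl2, 0.05% BSA, 1 mM DTT. Fluorescence read at Ex 485/Em 525 nm.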
# USP2a block = USP2a (human) protease inhibition | 330,000 compounds, 0.01% hits | AID 463254 | USP2 core, Ub-CHOP2 coupled fluorogenic reporter, 485/531 | Potency, µM (top dose mostly 38.3 µM), without a hit: top-dose activity change, negative = inhibition, usual class: inhibitors;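 further: potency means the concentration at half of the fitted maximal effect; plate controls were DMSO wells for no effect and full inhibition by NEM control for full effect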
# Target sequence (O75604 whole entry, looked up): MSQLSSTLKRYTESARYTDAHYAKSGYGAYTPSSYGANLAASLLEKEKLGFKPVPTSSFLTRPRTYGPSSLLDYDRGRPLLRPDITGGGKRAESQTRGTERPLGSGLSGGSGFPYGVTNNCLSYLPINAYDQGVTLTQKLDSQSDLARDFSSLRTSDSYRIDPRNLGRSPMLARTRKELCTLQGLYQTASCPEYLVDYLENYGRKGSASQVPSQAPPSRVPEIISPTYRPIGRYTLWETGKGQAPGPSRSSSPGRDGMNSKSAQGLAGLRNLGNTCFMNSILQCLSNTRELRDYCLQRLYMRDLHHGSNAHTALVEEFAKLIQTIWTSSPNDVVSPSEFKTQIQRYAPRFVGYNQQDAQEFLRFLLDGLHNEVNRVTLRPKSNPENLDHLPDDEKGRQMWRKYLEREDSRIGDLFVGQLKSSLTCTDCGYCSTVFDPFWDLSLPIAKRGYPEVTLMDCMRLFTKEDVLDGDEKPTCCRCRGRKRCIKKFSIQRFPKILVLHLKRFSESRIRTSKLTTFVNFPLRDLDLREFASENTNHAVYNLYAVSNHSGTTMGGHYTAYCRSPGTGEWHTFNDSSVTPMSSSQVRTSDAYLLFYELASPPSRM
#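 Cell-free coupled assay: 10nM USP2 core preincubated 30min RT with compound in Tris-HCl pH 8.0/CaCl2/CHAPS buffer, then 25nM Ub-CHOP2 and 25nM reporter substrate; fluorescence (Ex 485/Em 531) read after 60min RT, normalized to NEM inhibition, concentration-response curves fitted.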
# TCR act = activators of T cell receptors; Potency, µM (highest dose often 9.22 µM), for the others: at the highest dose activation of IL-2 secretion, hits mostly activators; AID 504894; primary human leukocytes, anti-CD3, IL-2 HTRF, 48 h; 330,000 tested, under 10 active; further: % of control where 0% means no effect
#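 Compounds are tested in HTS on primary human leukocytes co-incubated with a-CD3 beads for 48 hr. IL-2 output is measured by time-resolved FRET.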
# KCNH2 WT inh = inhibitors of human wildtype KCNH2 potassium channel; Q12809; U2OS, BacMam KCNH2, thallium flux FluxOr; hits give low values; activity change, % at 1.84 µM; 340,000 compounds, 0.37% hits;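 active means maximum activity change below -70%; inconclusive means maximum activity change between -70% and -50%; inactive means maximum activity change above -50%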; further: on the % scale 0 is the no-effect control and ±100 the full control effect
#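 U2OS cells were transduced with wild-type KCNH2 virus (2.03 x 10^8 / mL) for 4 h at room temperature, then cultured overnight at 37 C. Thallium flux was read with FluxOr dye. Rate constants were normalized to DMSO controls.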
# Mito fusion yeast = mitochondrial division inhibition or fusion activation; Potency, µM (doses to about 46.1 µM), for inactives: at the top dose growth rescue (activation), hits mostly activators; 320,000 compounds, 0.23% hits; S. cerevisiae fusion-defective mutant growth rescue, CellTiterGlo 48 h; AID 485298;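 further: potency means the concentration at half of the fitted maximal effect; % of control where 0% means no effect; nearly all actives have a fitted effect of over 45% in size; temperature-sensitive fusion mutants such as fzo1-1 at 37 °C on non-fermentable ethanol glycerol medium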
#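 Read-out: ATP-based luminescence (CellTiterGlo, 10 min ambient) reporting growth of fusion-defective ts yeast after 48 hours at 37C on glycerol/ethanol YPEG medium in the presence of compound.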
# KCNH2 3.1 block = inhibitors of human KCNH2 3.1 potassium channel isoform. activity change, % (tested at about 1.8 µM). 340,000 compounds, 0.95% hits. U2OS KCNH2 3.1, thallium flux FluxOr; hits give low values;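 active means maximum activity change below -70%; inconclusive means maximum activity change from -70% to -50%; inactive means maximum activity change above -50%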;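 further: thallium influx rate constant from kinetic fluorescence after stimulation buffer; on the % scale 0 is the no-effect control and ±100 the full control effect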
#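 Thallium flux via FluxOr fluorescence (Red40 quencher, 45 min loading) in U2OS cells virally expressing the KCNH2 3.1 isoform (1.77 x 10^8 /mL virus, overnight at 37 C). Rate constants from 2-min kinetic reads post-stimulation, normalised to positive and negative controls.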
# TRPV1 ag = activates the human vanilloid receptor TRPV1 | Q8NER1 | TRPV1-expressing cells, Fluo-8 calcium influx, agonist mode | activation, % at 8.33 µM | 320,000 compounds, 0.19% hits | AID 540275; in the data active means activation above about 80%; inconclusive means between about 30% and that limit; further: 0% is about no effect
#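 TRPV1-expressing cells were cultured overnight at 35.5C and loaded with Fluo-8 calcium dye for 40 to 90 min at room temperature. After a 10 s baseline, compound was added and calcium influx was read kinetically for 3 min (ex 480/em 520 nm).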
# * = called active by the depositor; ? = inconclusive; / = no result given; [ ] = remark or other dose. Unless noted, the call rests on the fitted dose curve; in most records, active means well fitted curve in the direction sought with a large enough effect; inconclusive means small, poorly fitted or top-dose-only effect, or another doubt; inactive means no such curve, though single readings can be large; an effect the other way counts as inactive or inconclusive. A portion of the library; rates above refer to the full screens.
SMILES,ELG1 repair inh,TSHR antag,A-T KAP1 phos,Eya2 inh,USP2a block,TCR act,KCNH2 WT inh,Mito fusion yeast,KCNH2 3.1 block,TRPV1 ag
COc1ccc(OC)c(S(=O)(=O)NC2CC2)c1,4%,2,-7%,-6%,5%,-7%,1,10%,2,-2
CC(C)C(NC=C1C(=O)OC(C)(C)OC1=O)C(=O)O (configuration not stated),?,32,13%,8%,-3%,-1%,2,2%,6,-5
CC[C@@H]1C(c2cccc(C)c2)=NN(c2ccccc2)[C@H]1C(=O)N1CCOC1=O,?,72,3%,-10%,1%,-2%[46.1 µM],0,/,-38,/
COc1ccc(-n2c(=S)[nH]c3ncccc3c2=O)cc1,?,1,2%,11%,-1%,7%,12,2%,3,0
CC(=O)Nc1ccc(S(=O)(=O)NCCC(=O)NCC2COc3ccccc3O2)cc1 (configuration not stated),4%,10,-5%,7%,0%,7%,-8,0%,5,-7
C=CCNC(=S)N/N=C/c1ccc(-c2ccc(Br)cc2)o1,-1%,-12,8%,-4%,-1%,-1%[46.1 µM],19,-6%,0,-2
O=C(Cc1ccccc1)NCc1ccncc1,?,11,-2%,1%,2%,1%,-8,5%,-6,?
Nc1ncnc2c1ncn2[C@@H]1O[C@H](CNS(=O)(=O)c2ccc(-c3ccno3)s2)[C@@H](O)[C@H]1O,13%,-5,7%[11.5 µM],-7%,1%,2%[46.1 µM],-3,/,-4,/
CN1CCN(c2nc(-c3cc4ccccc4o3)cs2)CC1,?,3,6%,-4%,0%,0%[46.1 µM],9,-5%,22,5
O=C(NCc1ccc(F)cc1)N1CCN(S(=O)(=O)c2ccccc2F)CC1,0%,-3,1%,2%,1%,-3%,-3,-1%,-15,19
CCOc1ccc(/C=N/O)cc1,19%,-3,2%,-1%,-2%,-1%,0,4%,1,-1
O=C(Nn1c(-c2ccc(F)cc2)nc2ccccc2c1=O)c1cccnc1,5%,-5,1%,3%,0%,-3%,-9,-7%,-27,-1
O=C(COC(=O)C1=COCCO1)Nc1cc(S(=O)(=O)N2CCCCC2)ccc1Cl,-4%,-5,16%,6%,0%,1%,-23,16%,-2,-1
Cc1c(NC(=O)/C(C#N)=C/c2cccs2)c(=O)n(-c2ccccc2)n1C,-2%,5,5%,-1%,2%,6%[46.1 µM],/,-5%,-5,-5
CC1(C)CC(=O)c2sc(NC(=O)C3COc4ccccc4O3)nc2C1 (configuration not stated),?,-5,0%,-21%,1%,0%,-6,13%,0,0
Cc1occc1-c1nnc(SCC(=O)c2c[nH]c3ccccc23)n1C,9%,9,-7%,1%,3%,1%,5,-3%,-3,-4
O=C(Cn1c(=O)cnc2ccccc21)N1CCN(S(=O)(=O)c2ccc(F)cc2)CC1,0%,6,-12%,5%,0%,-3%,-18,-1%,0,1
CC1CCCN(S(=O)(=O)c2cc3c4c(c2)C(C)C(=O)N4CCC3)C1 (configuration not stated),1%,-14,-1%,-1%,3%,1%,4,5%,-1,3
COCCN(C(=O)COC(=O)CCS(=O)(=O)c1ccccc1)c1c(N)n(Cc2ccccc2)c(=O)[nH]c1=O,-1%,-7,12%,-4%,2%,-2%,-8,-3%,3,-1
CC(=O)Nc1ccc(S(=O)(=O)Nc2ccc(Cl)nn2)cc1,3%,4,9%,0%,5%,-2%[46.1 µM],9,-2%,13,-1
CCCCCCCC(=O)N/N=C/c1cccnc1,0%,-11,-3%,-6%,3%,-1%,-7,3%,-7,?
CC(OC(=O)c1ccccc1NCCO)C(=O)NCC(=O)Nc1ccc(F)c(F)c1F (configuration not stated),-5%,11,16%,5%,0%,-10%,17,1%,-6,2
Cn1c(=O)[nH]c(=O)c2c1nc(N1CCCCC1)n2CCOc1ccccc1,-11%,3,1%,-3%,0%,2%,-1,1%,-6,19
Cc1ccc(NC(=S)NCCc2ccc(Cl)cc2)c(C)c1,2%,-3,3%,-20%,3%,-1%,6,-18%,20,4
CCOC(=O)c1cccc(N2C(=O)C3C(C2=O)C2C=CC3C23CC3)c1 (configuration not stated),-13%,-11,2%,-14%,2%,-17%,-11,-1%,0,3

# Compound profiles, as listed above. Values in the order: ELG1 repair inh	TSHR antag	A-T KAP1 phos	Eya2 inh	USP2a block	TCR act	KCNH2 WT inh	Mito fusion yeast	KCNH2 3.1 block	TRPV1 ag
# CCOC(=O)c1cccc(N2C(=O)C3C(C2=O)C2C=CC3C23CC3)c1 (configuration not stated) reads -13%	-11	2%	-14%	2%	-17%	-11	-1%	0	3
# CCOc1ccc(/C=N/O)cc1 reads 19%	-3	2%	-1%	-2%	-1%	0	4%	1	-1

# Additional entries
SMILES,ELG1 repair inh,TSHR antag,A-T KAP1 phos,Eya2 inh,USP2a block,TCR act,KCNH2 WT inh,Mito fusion yeast,KCNH2 3.1 block,TRPV1 ag
COc1cc(/C=C2\C(=N)N3N=C(S(C)(=O)=O)SC3=NC2=O)ccc1OC(=O)c1cccs1,12%,-16,3%,15%,0%,-1%,-8,-10%,9,4
Cc1cc(C)c2cc(CN(CCCO)S(=O)(=O)c3ccccc3F)c(=O)[nH]c2c1,-11%,6,-1%,2%,-4%,-15%,-7,1%,8,1
CCOC(=O)c1cnc2cc(Cl)c(OC)cc2c1NCC1CCCO1 (configuration not stated),?,-4,-1%,0%,0%,-1%,2,5%,-4,?
COc1ccc(S(=O)(=O)n2nc(OC(C)=O)cc2N)cc1,16%,8,9%,12%,2%,1%,-4,-2%,22,5
CS(=O)(=O)N1CCC(C(=O)NCc2ccc(F)cc2Cl)CC1,16%,1,1%,15%,0%,-1%,2,-7%,6,-18
O=C(CC1C(=O)NC2CCCCC2N1C(=O)c1ccc([N+](=O)[O-])cc1)Nc1ccccc1 (configuration not stated),3%,-2,0%,1%,0%,-2%,0,1%,-9,-2
Cc1ccc(CNC(=O)CN2C(=O)COc3ccc(S(=O)(=O)N4CCC(C)CC4)cc32)o1,4%,-12,-5%,14%,4%,-6%,-3,-7%,-7,8
O=C(NCC1CCCO1)c1ccc(OC2CCN(C(=O)C3CC3)CC2)cc1 (configuration not stated),5%,-14,-2%,-4%,5%,0%,-2,-6%,-7,-2
O=C(CSc1ncccn1)Nc1cccc2ccccc12,9%,-6,-8%,12%,0%,-3%,-13,4%,13,2
Cc1ccccc1C(=O)Nc1ccnn1C1CCN(Cc2ccc(CO)o2)CC1,?,0,-1%,2%,4%,1%,-14,1%,11,-5
CCOC(=O)c1cc(C(=O)OCC)c2cc(Br)ccc2n1,0%,17,/,7%,-1%,/,16,30%,-3,0
O=C(CCCNS(=O)(=O)c1cccc2nsnc12)NCCc1ccccc1,?,7,-6%,-9%,0%,1%,-7,-1%,8,0
COc1cc(NC(=O)c2noc3c2CCCC3)c(OC)cc1Cl,4%,-9,-1%,0%,0%,2%,10,2%,4,0
O=C(O)Cn1c(C(F)(F)F)nc2ccccc21,/,/,/,/,/,-5%,-6,-4%,-1,0
O=C(NNc1nc2cc3c(cc2s1)OCO3)c1ccc(F)cc1,?,14,-21%,-2%,-4%,13%,15,5%,15,-2
COCCCNC(=O)C[C@H]1C[C@H](C(=O)N2CCOCC2)[C@@]2(CCC3CCCC3)c3[nH]c4cc(CCC(=O)N(C)C)ccc4c3CCN2C1=O,?,2,11%,5%,-1%,-2%[46.1 µM],-10,/,8,/
Cc1ccc(S(=O)(=O)CC(=O)Nc2nnc(C(C)C)s2)cc1,0%,13,6%,-3%,1%,6%,26,6%,-12,1
CCC(Oc1ccccc1)C(=O)Nc1ccccc1OC (configuration not stated),-2%,-4,1%,-27%,-2%,1%,1,1%,5,18
c1ccc(Cc2cc[n+](Cc3ccccn3)cc2)cc1,0%,1,6%,-14%,14%,-6%,-2,-5%,5,/
Cc1ccccc1NC(=O)c1ccc(OCc2c(C)noc2C)cc1,-10%,-5,-5%,18%,1%,3%,-6,4%,14,4
COCC(=O)Nc1ccccc1C(=O)Nc1ccc(OC)cc1,?,-6,/,17%,1%,7%,12,-2%,1,-1
Cc1ccc(NC(=O)CCC(=O)N/N=C/c2coc3ccccc3c2=O)cc1,-1%,-3,-4%,13%,7%,-6%,-6,-8%,6,5
Cc1cc(C)nc(NC(=O)c2cc3ccccc3o2)n1,12%,-2,-2%,-2%,3%,-2%,-4,1%,-12,-1
CN(C)c1ccc(C(=O)Nc2cccc(S(=O)(=O)N3CCCC3)c2)cc1,?,-13,8%,18%,0%,-13%,-4,7%,4,16
CSc1ncc(C(=O)Nc2cccnc2)c(C(F)(F)F)n1,-11%,-8,-3%,-1%,2%,0%,17,7%,15,15
O=C(NCCc1nc2ccccc2[nH]1)/C(=C/c1ccc2c(c1)OCO2)NC(=O)c1ccccc1,-4%,-1,3%,-2%,-1%,-1%[46.1 µM],-22,-7%,-25,0
CCOc1nc(-c2ccc(OC)cc2)ccc1-c1noc(C)n1,?,-20,?,9%,2%,0%,-7,8%,-1,0
O=C(CSc1nnc(NC(=O)c2c(F)cccc2F)s1)Nc1ccccc1F,?,-5,-3%,11%,0%,1%,9,3%,3,2
